Assay outcomes from PubChem.
KCNK3 block – human KCNK3 channel inhibition, primary screen; AID 602410; O14649; B-score at 10 µM; CHO-KCNK3 thallium flux, FluxOR fluorescence; hits give low values; 340,000 tested, 0.84% active;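 active means B-score under library mean minus 4 SD, starting fluorescence ratio at most library mean plus 5 SD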;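 further: more negative B-score means stronger inhibition of thallium flux through KCNK3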
Target sequence (O14649 whole entry, looked up): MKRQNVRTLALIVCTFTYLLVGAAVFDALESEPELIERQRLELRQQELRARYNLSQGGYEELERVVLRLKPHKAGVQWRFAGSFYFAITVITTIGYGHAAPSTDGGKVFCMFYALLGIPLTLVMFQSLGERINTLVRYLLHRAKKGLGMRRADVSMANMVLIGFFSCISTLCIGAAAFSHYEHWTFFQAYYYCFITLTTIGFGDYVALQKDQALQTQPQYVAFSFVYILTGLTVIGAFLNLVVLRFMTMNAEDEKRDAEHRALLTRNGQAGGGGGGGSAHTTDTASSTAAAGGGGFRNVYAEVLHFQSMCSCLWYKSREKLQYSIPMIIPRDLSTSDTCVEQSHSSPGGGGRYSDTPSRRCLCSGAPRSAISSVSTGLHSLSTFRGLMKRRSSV
DYRK1A inh – inhibitors of rat Dyrk1A kinase; Q63470; ADP-Glo luminescence, NFATc1 peptide; inhibition, % at 12.5 µM; 310,000 tested, 0.43% active; AID 504441; in the data active means inhibition above about 50%;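 further: plate controls were vehicle with enzyme for no effect and no enzyme for full effect; many of its hits are not listed in these tables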
Numbers without * were called inactive; i = inactive.

SMILES	KCNK3 block	DYRK1A inh
COc1cc(/C=C/c2ccccc2)cc(OC)c1	i	-2
COc1cc(/C=C2\SC(=Nc3c(C)n(C)n(-c4ccccc4)c3=O)NC2=O)ccc1O	i	-3
CCN(C(=O)COC(=O)c1ccc(=O)n(Cc2ccccc2)n1)C1CCS(=O)(=O)C1 (stereo not given)	i	-5
Cc1[nH][nH]c(=O)c1C(c1ccc(-c2ccc(C(=O)O)cc2)o1)c1c(C)[nH][nH]c1=O	i	4
c1ccc2c(c1)ccc1[nH]c3c(c12)CCCC3	i	10
O=C(c1ccc(O)c(Br)c1)c1cc(Br)ccc1O	i	33
CC(O)(c1ccc(Cl)cc1)C(c1ccccc1)c1ccccn1 (stereo not given)	i	-1
CCOC(=O)c1sc(NC(=O)CSc2nc(-c3ccco3)cc(C(F)(F)F)n2)c(C(=O)OCC)c1C	i	-6
Cc1nnc(NC(=O)CSc2nnc(CNC(=O)c3ccccc3F)n2C(C)C)s1	i	-2
CCN(C[C@H]1N[C@@](CC)(C(=O)OC)[C@H]2C(=O)N(Cc3ccccc3)C(=O)[C@@H]12)S(=O)(=O)c1ccc(OC(F)(F)F)cc1	i	4
Cc1ccc(N2C(=O)[C@@H]3[C@H](C2=O)C2c4ccccc4C=CN2[C@@H]3C(=O)c2ccco2)cc1 (stereo not given in full)	i	12
CC(OC(=O)Cc1ccc(Cl)cc1)C(=O)NC1CCCCC1C (stereo not given)	i	5
COC(=O)c1nc[nH]c1[N+](=O)[O-]	i	-4
NC(=O)NN=C(C1CC1)C1CC1	i	-2
Cc1ccc(S(=O)(=O)N(C)C)cc1NC(=O)COC(=O)CCNS(=O)(=O)c1ccccc1	i	1
CCOC(=O)C1(C)C(C(=O)OC)=C(c2ccc(OC)cc2)c2ccccc2N1C(=O)OC (stereo not given)	i	-4
CC1CCc2cc(F)ccc2N1C(=O)CCl (stereo not given)	i	0
Cc1cc(-c2ccccc2)cc(=O)[nH]1	i	18
O=c1[nH]c2c(c(=O)[nH]1)OCN(Cc1ccccc1)C2	i	-2
O=C(CSc1nncs1)Nc1cccc2ccccc12	i	5

A few values from the entries so far:
CCN(C[C@H]1N[C@@](CC)(C(=O)OC)[C@H]2C(=O)N(Cc3ccccc3)C(=O)[C@@H]12)S(=O)(=O)c1ccc(OC(F)(F)F)cc1 in DYRK1A inh: 4
Cc1cc(-c2ccccc2)cc(=O)[nH]1 in DYRK1A inh: 18
Cc1nnc(NC(=O)CSc2nnc(CNC(=O)c3ccccc3F)n2C(C)C)s1 in DYRK1A inh: -2
Cc1ccc(N2C(=O)[C@@H]3[C@H](C2=O)C2c4ccccc4C=CN2[C@@H]3C(=O)c2ccco2)cc1 (stereo not given in full) in DYRK1A inh: 12
CCN(C(=O)COC(=O)c1ccc(=O)n(Cc2ccccc2)n1)C1CCS(=O)(=O)C1 (stereo not given) in DYRK1A inh: -5

An excerpt of these results, with values under each structure:
Second line of a record: KCNK3 block	DYRK1A inh
> CC(O)(c1ccc(Cl)cc1)C(c1ccccc1)c1ccccn1 (stereo not given)
  i	-1
> CCOC(=O)c1sc(NC(=O)CSc2nc(-c3ccco3)cc(C(F)(F)F)n2)c(C(=O)OCC)c1C
  i	-6

Single records, from the list above:
Cc1nnc(NC(=O)CSc2nnc(CNC(=O)c3ccccc3F)n2C(C)C)s1 is listed with KCNK3 block: i; DYRK1A inh: -2
O=c1[nH]c2c(c(=O)[nH]1)OCN(Cc1ccccc1)C2 is listed with KCNK3 block: i; DYRK1A inh: -2

Continuation.
SMILES	KCNK3 block	DYRK1A inh
CC(OC(=O)C1CC1C)C(=O)Nc1ccc(Cl)cn1 (stereo not given)	i	9
COc1ccc(-c2nc(CC(=O)Nc3cccc(S(=O)(=O)NC4=NCCC4)c3)cs2)cc1	i	8
CC1(c2ccccc2)NC(=O)N(CC(=O)Nc2cc(C(F)(F)F)ccc2N2CCCCC2)C1=O (stereo not given)	i	-7
CC(C)N1C(=O)C(=O)N(CC(=O)N2c3ccccc3NC(=O)CC2C)C1=O (stereo not given)	i	-1
CCc1nc(SCC(=O)Nc2ccc(N(CC)CC)cc2)n[nH]1	i	1
Cc1nc(Cl)sc1C(=O)Nc1ccc(F)cc1	i	7
N/C(=N\OC(=O)c1ccccc1)C(Cc1ccccc1)C(=O)NOC(=O)c1ccccc1 (stereo not given)	i	0
COc1ccc(N2CCN(C(=O)COC(=O)[C@@H](NC(=O)OCc3ccccc3)C(C)C)CC2)cc1	i	0
CC1CC2CCCC(O)=C2C(=O)O1 (stereo not given)	i	2
COc1cccc(-n2c(Cc3cc(=O)[nH]c(=O)[nH]3)nnc2SCC(=O)NC2CCCC2)c1	i	-3
COc1cc(OC)c(NC(=O)c2cc3ccccc3cc2O)cc1Cl	-9.2*	-6
COc1cc(C)c(C2NC(=O)c3ccccc3N2)cc1C (stereo not given)	i	-1
COc1ccc(S(=O)(=O)N2CCN(C(=O)C3CC(=O)N(c4ccccc4F)C3)CC2)cc1OC (stereo not given)	i	-4
COc1ccc(CNC(=O)CSC(=S)N2CCCC2)cc1	i	2
O=C(COC(=O)c1ccc(F)cc1Cl)NCc1ccco1	i	4
O=C(O)CCC(=O)c1ccc2sc3ccccc3c2c1	i	17
Cc1nc(N)nc(N)c1Oc1ccc(Cl)cc1	i	-5
O=C1c2ccccc2-c2n[nH]c3cccc1c23	i	36
COc1ccc(C2CC(c3cccc(C(F)(F)F)c3)=NN2c2ccc(S(N)(=O)=O)cc2)cc1 (stereo not given)	i	-2
O=C(OC1CCCC1)c1ccc(Cl)cc1Cl	i	-1
CN(C)CCNC(=O)c1cccc2[nH]c(-c3ccncc3)nc12	i	7
CCN(C[C@H]1N[C@@](C)(C(=O)OC)[C@H]2C(=O)N(Cc3ccccc3)C(=O)[C@@H]12)C(=O)c1ccccc1	i	0
CCOc1ccccc1C(=O)NC(C(=O)N(C)Cc1ccc2c(c1)OCO2)C(C)C (stereo not given)	-9.2*	2
CCN(CC(=O)Nc1ccc(NC(C)=O)cc1)C(=O)c1ccc(N2C(=O)c3ccccc3C2=O)cc1	i	-4
O=C(Nc1ccccc1)Oc1cccc2cccnc12	i	8
CCN(C[C@H]1N[C@@](Cc2ccccc2)(C(=O)OC)[C@H]2C(=O)N(Cc3ccccc3)C(=O)[C@@H]12)C(=O)Nc1ccc(C)cc1	i	-1
COc1ccc([C@@H]2CC=C(C(=O)O)[C@H](c3ccc(Br)cc3)N2S(=O)(=O)c2ccccc2C)cc1	i	1
O=C(NCCc1ccccc1)c1ccc(NC(=O)C2CC2)cc1	i	-1
CC1(C2CC2)NC(=O)N(CC(=O)Nc2ccccc2F)C1=O (stereo not given)	i	1
COC(=O)[C@@]1(Cc2ccccc2)[C@H]2C(=O)N(Cc3ccccc3)C(=O)[C@H]2[C@H]2CN=C(SCc3ccc(C#N)cc3)N21	i	-3
S=C(Cc1ccccc1)Nc1ccccc1	i	-4
O=C(CSc1ccc2c(c1)OCCO2)N1CCN(c2ccccc2O)CC1	i	6
CCN1C(=O)[C@H]2[C@H]3CN=C(SCc4ccc(C#N)cc4)N3[C@@](C)(C(=O)OC)[C@H]2C1=O	i	-2
O=c1cc(Cl)nc2ccccn12	i	0
Cc1ccsc1C(=O)OCC(=O)NC1CCCCC1C (stereo not given)	i	5
CC(C)c1ccc(CN2CCN(C(=O)CCl)CC2)cc1	i	0
COc1ccc(C2CC(=O)Oc3c(C(C)C)ccc(C)c32)cc1 (stereo not given)	i	-2
CC(C)Cn1cnc2c(N)nc3ccccc3c21	i	1
CC(C)(C)c1cc(CCC(=O)NNC(=O)c2ccncc2)cc(C(C)(C)C)c1O	i	-1
COc1cc(S(=O)(=O)Nc2ccccc2C(=O)N2CCCC2)ccc1NC(C)=O	i	-2
CCN1C[C@@H]2[C@@H]3C(=O)N(C)C(=O)[C@@H]3[C@](CC)(C1=O)N2C(=O)c1ccc(C)cc1	i	36
CCn1c(C(=O)N2CCC(C(=O)NCc3ccc4c(c3)OCO4)CC2)cc2sccc21	i	0
O=C(C=Cc1ccccc1O)c1ccccc1O	i	7
CCN(CC(=O)Nc1ccc(Br)cc1)CC(=O)Nc1cc(C)on1	i	-1
CCOC(=O)C1=C(C)c2ccccc2OC1(C)C(=O)OCC (stereo not given)	i	1
CCC(NCc1cccnc1)c1ccc(OC)c(OC)c1 (stereo not given)	i	-10
O=[N+]([O-])c1ccc(NN=CCCc2ccccc2)nc1	i	13
CCn1cc(/C=C2\SC(=O)N(CC(=O)Nc3ccc4c(c3)OCO4)C2=O)c2ccccc21	i	2
CCCCC(CC)CO (stereo not given)	i	-6
CC1CCCCC12NC(=O)N(CC(=O)N1CCN(C(=O)c3cccs3)CC1)C2=O (stereo not given)	i	-3
CC(=O)Nc1cccc(OCCCOc2cccc([N+](=O)[O-])c2)c1	i	-3
CC(=O)N1CCC(C(=O)Nc2ccc(S(=O)(=O)N3CCCC(C)C3)cc2)CC1 (stereo not given)	i	0
COCCNC(=O)C(c1ccc(F)cc1)N(CC1CCCO1)C(=O)CCC(=O)Nc1ccccn1 (stereo not given)	i	4
N#CCCN1CCN(CCC#N)C1=S	i	-7
CC(=O)OCC1OC(n2c(S)c(C#N)c(-c3ccccc3)c(C#N)c2=O)C(OC(C)=O)C(OC(C)=O)C1OC(C)=O (stereo not given)	i	-3
COc1cccc(NC(=O)CSc2nnc(Cn3c(=O)sc4ccccc43)n2C)c1	i	17
CC1CN(c2cc(=O)n(-c3ccc(Cl)cc3)c(=O)[nH]2)CC(C)O1 (stereo not given)	i	1
Cc1ccc(C2(c3ccccc3)NC(=O)N(CC(=O)NC3CCCCC3)C2=O)cc1C (stereo not given)	i	-3
O=C(CC(NC(=O)OCc1ccccc1)C(=O)OCc1ccccc1)OCc1ccccc1 (stereo not given)	i	6
COC1OCC(O)C(OC(=O)c2ccccc2)C1OC(=O)c1ccccc1 (stereo not given)	i	-2
Additional records.
SMILES	KCNK3 block	DYRK1A inh
NC(=O)c1ncn([C@@H]2O[C@H](CNCc3cccc(OC4CCCC4)c3)[C@@H](O)[C@H]2O)n1	i	6
Nc1ncnc(N2CCOCC2)n1	i	-2
CCC1(C)Cc2c(sc3c2c(=O)n(-c2ccccc2)c(=O)n3C)CO1 (stereo not given)	i	-4
O=C(CN1CCN(C(=O)C2CCN(C(=O)/C=C/c3ccccc3)CC2)CC1)Nc1ccccc1Cl	i	2
CCOC(=O)C1C(=O)C=C(c2ccccc2)CC1c1ccccc1 (stereo not given)	i	-5
O=C(NNc1nc(N2CCCC2)nc(N2CCCC2)n1)c1ccccc1	i	-3
COc1ccccc1NS(=O)(=O)c1cc(C(=O)NC2CC(C)(C)NC(C)(C)C2)ccc1Cl	i	1
CC(=NNC(=S)N1CC2CCC(CC2)C1)c1cnccn1	i	12
COc1ccc(-c2nc3ccc(Cl)cn3c2NC2CCCCC2)cc1SC1CCCCC1	i	1
CN(C)CCCN1c2ccc3ccccc3c2Sc2cccc(Cl)c21	i	0
Cc1cccc(C)c1OCc1cn(CC(=O)c2ccc(O)cc2)nn1	i	7
O=C(Nc1ccccc1N1CCCC1)c1cc(=O)[nH]c2ccccc12	i	1
NC(=O)c1ccsc1NC(=O)COC(=O)[C@@H]1CCCN1C(=O)c1cccs1	i	0
CN(C(=O)c1cccc(NC(=O)Cc2cccc(NC(=O)C3CCCN(C(=O)C4CCCC4)C3)c2)c1)C1CC1 (stereo not given)	i	-4
OC[C@H]1O[C@@H](n2cnc3c(NCc4ccco4)ncnc32)[C@H](O)[C@@H]1O	i	11
Cn1c(=O)c2[nH]c(=S)n(Cc3ccccc3)c2n(C)c1=O	i	-1
C/C(=N/NC(=O)COc1ccc(C(C)(C)C)cc1)c1ccc(N2CCOCC2)cc1	i	-3
CCOC(=O)N1CCC(N2CC34C=CC(O3)C(C(=O)Nc3ccc(C(C)C)cc3)C4C2=O)CC1 (stereo not given)	i	12
O=[N+]([O-])c1ccc(O)c(C2CCCCC2)c1	-11*	18
COc1ccc(C(=O)COC(=O)c2cnc(C)cn2)cc1OC	i	5
COc1cc2ccccc2cc1C(=O)N1CCc2ccccc21	i	-1
CC1CC(OC(=O)C2CCN(S(=O)(=O)c3ccc(F)cc3)CC2)C(=O)O1 (stereo not given)	i	4
CC[C@@H]1C=C(C(=O)O)[C@H](c2ccc(Br)cc2)N1S(=O)(=O)c1ccc(C)cc1	i	9
CC1Cc2ccccc2N1S(=O)(=O)c1cccc(C(=O)N2CCCCC2)c1 (stereo not given)	i	2
Nc1cc(SCc2ccc([N+](=O)[O-])cc2)ncn1	i	-3
COc1ccc(OC)c(CN2CCN(C(=O)c3cccc(S(=O)(=O)Nc4ccc(F)cc4)c3)CC2)c1	i	-6
COc1ccc(-c2sc3cc(OC)ccc3c2-c2ccc(OCCN3CCOCC3)cc2)cc1	i	2
Cc1nn(C2CCS(=O)(=O)C2)c2nc(C3CC3)cc(C(=O)Nc3cccc(C#N)c3)c12 (stereo not given)	i	3
Cc1ccc(CN(C)C(=O)c2ccccc2NC(=O)c2ccccc2)o1	i	-3
Cc1ccc(S(=O)(=O)N2CCN(C(=O)COC(=O)CNC(=O)c3ccc(Cl)cc3Cl)CC2)c(C)c1	i	4
CCN(CC(=O)NCc1ccc(F)cc1)C(=O)C1CCN(S(=O)(=O)c2ccc(C(C)C)cc2)CC1	i	0
Cc1ccc(NC(=O)c2sc3nc(CCl)[nH]c(=O)c3c2C)c(C)c1	i	0
Cc1c(C(=O)OCC(=O)NC2CC2)oc2ccc(Br)cc12	i	-7
COc1ccc(C(=O)N[C@H](C(=O)OCn2nnc3ccccc3c2=O)C(C)C)cc1	i	0
NC(=S)N=Nc1c(O)cc(O)c2[nH]c(=O)ccc12	i	32
N#CC1C(=O)c2ccccc2C1c1ccccc1 (stereo not given)	i	-7
COC(=O)C(Cc1c[nH]c2ccccc12)NC(=O)c1ccc2nc[nH]c2c1 (stereo not given)	i	1
Cc1ccc(C(=O)NC(Cc2ccccc2C(F)(F)F)C(=O)O)cc1 (stereo not given)	i	4

Some of the compounds tested, so the mix of outcomes need not match the whole.
